Assay outcomes deposited in PubChem BioAssay by Broad Institute.
DENV2 CPE rescue = protects cells from dengue virus 2 cytopathic effect; 1.7% of 350,000 active; DENV2-infected cells, cytopathic effect rescue, plate reader; CPE inhibition, % at 9.99 µM; in the data active = CPE inhibition above about 20%, passing the limit was not always enough; inconclusive = no clear call, values can overlap the other calls; tested in BHK-21 cells;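 note: 0% = median of neutral control wells and 100% = median of positive control wells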
SIRT5 inh = sirtuin-5 (human) deacylase inhibition; Q9NXA8; Purified SirT5, succinyl-peptide AMC, trypsin-coupled fluorescence; inhibition, % at 15 µM; 1.1% of 330,000 active; AID 652115; in the data active = inhibition above about 15%; inconclusive = no clear call, values can overlap the other calls
Casp6 inh = blocks human caspase-6 cleavage activity. inhibition, % at 12.5 µM. 0.53% of 350,000 active. AID 686996. purified caspase-6, Z-VEID-R110 cleavage fluorescence;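 active = mean inhibition across replicates at least about 35%, with every replicate also reaching that limit, limit read from the data; inconclusive = only one of the two criteria met; inactive = neither criterion met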;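 note: 0% = median of neutral control wells and 100% = no fluorescence left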
ERAP1 inh = blocks human ERAP1 aminopeptidase activity | recombinant ERAP1, Leu-AMC fluorescence, 60 min | inhibition, % at 10.7 µM | 0.15% of 340,000 active;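 active = mean replicate inhibition of at least 30%, or all replicates individually reaching that 30% level; inactive = mean below 30% and not every replicate reaching it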;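 note: 0% = neutral control wells and 100% = L-leucinethiol positive control wells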
Target sequence (Q9NZ08 whole entry, looked up): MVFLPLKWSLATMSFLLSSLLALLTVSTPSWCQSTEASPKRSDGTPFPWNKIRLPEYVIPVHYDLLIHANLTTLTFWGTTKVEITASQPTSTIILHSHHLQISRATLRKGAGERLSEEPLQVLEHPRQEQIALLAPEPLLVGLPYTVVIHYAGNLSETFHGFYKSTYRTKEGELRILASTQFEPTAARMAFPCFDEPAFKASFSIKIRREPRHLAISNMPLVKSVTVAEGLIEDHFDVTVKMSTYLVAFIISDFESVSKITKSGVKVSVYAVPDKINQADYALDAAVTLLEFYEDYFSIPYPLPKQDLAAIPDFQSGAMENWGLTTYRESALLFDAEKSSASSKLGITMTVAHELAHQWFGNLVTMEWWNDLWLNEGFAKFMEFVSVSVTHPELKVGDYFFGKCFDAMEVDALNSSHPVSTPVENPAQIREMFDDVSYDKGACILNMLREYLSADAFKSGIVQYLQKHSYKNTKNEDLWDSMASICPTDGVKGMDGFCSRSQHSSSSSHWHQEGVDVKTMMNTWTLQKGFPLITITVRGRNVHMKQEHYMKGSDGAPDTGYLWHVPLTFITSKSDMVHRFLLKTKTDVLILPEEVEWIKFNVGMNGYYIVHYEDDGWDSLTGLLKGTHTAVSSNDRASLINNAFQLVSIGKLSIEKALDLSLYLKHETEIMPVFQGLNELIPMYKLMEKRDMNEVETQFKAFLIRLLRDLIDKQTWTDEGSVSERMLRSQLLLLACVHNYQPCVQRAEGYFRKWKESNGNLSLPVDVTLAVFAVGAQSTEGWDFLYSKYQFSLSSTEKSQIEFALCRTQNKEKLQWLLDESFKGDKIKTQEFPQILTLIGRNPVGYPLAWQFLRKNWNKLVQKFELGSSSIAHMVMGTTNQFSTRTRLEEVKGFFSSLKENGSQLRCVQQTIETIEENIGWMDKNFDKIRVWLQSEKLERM
miR-122 sensor = blocks miR-122 activity in Huh7 sensor cells; 0.3% of 340,000 active; activation (reporter increase), % at 12.5 µM; Huh7 miR-122 Renilla luciferase sensor, 48 h; neutral wells = 0, positive control = 100;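 active = mean replicate activation score at least 90 and every replicate individually at or above 90; inconclusive = only one of the two criteria met; inactive = neither criterion met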;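 note: higher luciferase means less miR-122 activity so hits act as miR-122 inhibitors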
ERp5 inh = inhibitors of human ERp5. Q15084. ERp5 insulin aggregation, absorbance 650 nm, 90 min. inhibition, % at 9.99 µM. 0.05% of 350,000 active;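 active = mean replicate inhibition above about 25%, with every replicate also reaching it, limit read from the data, passing the limit was not always enough; inconclusive = only one of those two criteria met; inactive = neither criterion met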
F508del corr = correctors of CFTR F508del function in bronchial epithelial cells; AID 720511; 0.36% of 350,000 active; activity (quench increase), % at 7.58 µM; CFBE cells, YFP halide quenching; stimulated with forskolin plus potentiator P3; % fluorescence drop versus neutral controls;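 active = mean added fluorescence quench of at least 8% versus neutral control, with both replicates also reaching 8%; inconclusive = only one of the mean or replicate conditions met; inactive = mean below 8% and not both replicates reaching 8%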;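 note: cells transiently co-express mutant CFTR-F508del with the halide-sensitive YFP; corrector assay measuring rescue of mutant channel to the surface after 24 h compound exposure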
* = called active by the depositor; ? = inconclusive; . = not tested or not shown; & = joins results of further samples; [ ] = another dose, or the depositor's remark.

Each structure is followed by: DENV2 CPE rescue	ERp5 inh	F508del corr	ERAP1 inh	Casp6 inh	miR-122 sensor	SIRT5 inh
CCCc1nc2ccccc2n1C(C(=O)NC(C)(C)C)C1CC1 (stereo not given)
→ -4	3	-0.2	-3	1	.	.
Cc1cc(C(=O)OCC(=O)NC2CC2)ccc1[N+](=O)[O-]
→ ?	2	-0.8	-1	1	3	-3
CC(=O)c1c(C(C)=O)c(C)n(-c2ccc(C)c(NC(=O)c3ccccc3Cl)c2)c1C
→ .	0	.	-4	1	-4	0
C/C(=N\NC(=O)c1nnn(-c2nonc2N)c1CN(C)c1ccccc1)c1cccnc1
→ 0	-3	0.4	1	1	0	4
COc1cc(C2NC(=O)NC(C)=C2[N+](=O)[O-])cc(OC)c1OC (stereo not given)
→ ?	3	-2.5	-1	7	-11	10
CCCCOc1ccc(OCCNC(=O)c2ccco2)cc1
→ -1	1	-0.9	0	5	-4	-1
O=C(N/N=C/c1cccnc1)c1cccc(Cl)c1
→ -7	4	-0.3	-3	-4	-1	2
COc1cccc(Nc2nc(-c3sc(N)nc3C)cs2)c1
→ -3	-1	-2.9	5	6	3	0
Cn1cccc1C(=O)NCC(c1ccco1)N1CCCCC1 (stereo not given)
→ -4	-4	-1.6	0	-2	-16	-3
CO[C@@H]1CN(C)C(=O)c2cc(NC(C)=O)ccc2OC[C@H](C)N(Cc2cncnc2)C[C@H]1C
→ 0	2	2.5	-1	4	.	-1
C[C@H](CO)N1C[C@H](C)[C@H](CN(C)Cc2ccc(C(=O)O)cc2)Oc2ccc(NS(=O)(=O)c3cccs3)cc2CC1=O
→ 16	-1	2.1	1	-1	8[16.7 µM]	0
COc1ccc(C(=O)Nc2nc3ccccc3c(=O)[nH]2)cc1
→ 1	-1	-0.9	3	6	-1	0
CCc1cccc(C)c1NC(=O)CCNC(=O)c1cccc(C)c1
→ 3	3	1.6	1	-3	-2	-5
CCCCNC(=O)c1ccc(Cn2c(=S)[nH]c3c([nH]c4ccc(OC)cc43)c2=O)cc1
→ -4	0	-1.1	2	-2	.	6
CCOC(=O)N1CCN(C(=O)c2ccc3oc(CCc4ccccc4)nc3c2)CC1
→ -2	5	-0.7	0	-3	-5	.
O=S(Cc1ccc(Br)cc1)Cc1nnc(SCc2c(Cl)cccc2Cl)n1-c1ccccc1 (stereo not given)
→ -5	-1	5.9	2	3	1	4
CC(CCc1ccccc1)NC(=O)Cc1ccc(Br)cc1 (stereo not given)
→ -1	2	-4.0	1	3	6	-4
NC(=O)C1(C(=O)O)OC1(c1ccc(Cl)cc1)c1ccccc1Cl (stereo not given)
→ 11	0	7.2	-3	1	4	.
Cc1ccc(N(CC(=O)NCc2ccco2)C(=O)CCC(=O)Nc2ccccn2)c(C)c1
→ 1	-10	0.1	-1	5	-3	-3
O=C(CSc1nc2ccccc2c(=O)n1-c1ccc(OC(F)F)cc1)NC1CC1
→ 3	2	2.2	-9	0	4	-4
COc1ccc(C2/C(=C(\O)c3ccc4c(c3)OCCO4)C(=O)C(=O)N2c2nc(C)c(C(C)=O)s2)cc1 (stereo not given)
→ 6	-2	-0.2	5	-3	.	5
O=C(NCc1ccc(Cl)cc1)C(=O)NCC1CCCN1S(=O)(=O)c1cccs1 (stereo not given)
→ -4	0	1.6	2	-1	-4	0
CCN1C(=O)[C@@H]2[C@@H](c3ccc(-c4ccc(C(C)=O)cc4)cc3)N3CCCC[C@@]3(C(=O)OC)[C@@H]2C1=O
→ -3	-3	-1.6	0	1	4	.
Cc1ccc(NC(=O)c2ccco2)c(NC(=O)c2ccccc2C)c1
→ -3	-3	-0.9	-3	.	7	9
Cc1cc(NC(=O)COC(=O)c2ccc(OC(F)(F)F)cc2)no1
→ 2	5	-0.3	-3	0	.	-6
C[C@@H]1CCCCO[C@H](CN(C)S(=O)(=O)c2cn(C)cn2)[C@H](C)CN([C@@H](C)CO)C(=O)c2cc(NC(=O)Nc3ccc4c(c3)OCO4)ccc2O1
→ 0	-5	-2.0	1	0	-2[16.7 µM]	-3
CCC(C)N(Cc1ccc(OC)cc1OC)S(=O)(=O)c1cc(Br)ccc1Br (stereo not given)
→ ?	-4	-0.4	.	-3	.	-4
C[C@@H]1CCCCO[C@H](CN(C)C(=O)CCCN(C)C)[C@@H](C)CN([C@H](C)CO)C(=O)c2cc(NC(=O)Cc3ccccc3)ccc2O1
→ -4	1	-0.4	2	0	11[16.7 µM]	-3
CC=Cc1ccc2n(c1=O)C[C@H]1[C@H](CO)[C@@H](C(=O)NCC)[C@@H]2N1Cc1nccs1 (mixture of isomers)
→ -4	10	-0.6	1	-3	-8[16.7 µM]	-17
CCCNC(=O)N1[C@H](CO)[C@H](c2ccc(C3=CCCC3)cc2)[C@H]1CNC(=O)CC
→ -4	.	1.8	.	.	0[16.7 µM]	.
COC(=O)C[C@@H]1CC[C@@H]2[C@@H](COc3ccc(NC(=O)c4cccs4)cc3C(=O)N2C)O1
→ -4	.	2.2	.	.	38[16.7 µM]	.
O=C(CSc1ncccn1)N1CCCC1
→ 0	5	1.2	-5	-3	-2	2
COc1ccc(C(=O)N/C(=C\c2cn(C)c3ccccc23)C(=O)N2CCN(C)CC2)cc1OC
→ 3	5	2.2	2	2	5	6
COc1ccccc1CCC(=O)Nc1ccc2c(c1)CN(Cc1ccc(CO)o1)CC2
→ 2	4	-2.4	2	3	-4	-2
COc1ccc(C(C(=O)Nc2ccc(F)cc2)N2CCN(c3ccncc3)CC2)cc1 (stereo not given)
→ -3	-1	0.2	.	1	.	-2
COCCNC(=O)C(c1ccc(C)o1)N(C(=O)Cn1nnc2ccccc21)c1ccccc1 (stereo not given)
→ 1	-1	1.1	8	2	17	-3
COc1ccc(S(=O)(=O)Nc2ccc3c(c2)CC(=O)N([C@H](C)CO)C[C@@H](C)[C@H](CN(C)S(=O)(=O)c2ccccc2)O3)cc1
→ -6	.	-3.4	.	.	-7[16.7 µM]	.
Cc1cc(C)n(CC(C)(O)c2ccccc2)n1 (stereo not given)
→ .	-8	-4.7	-3	3	-3	.
Cc1cn([C@H]2C[C@H](O)[C@@H](CCC(=O)NCCc3cnc[nH]3)O2)c(=O)[nH]c1=O
→ 1	-5	-0.9	.	1	.	7
Fc1cc(Br)ccc1NC(=S)Nc1cccnc1
→ 2	-2	-1.2	-3	2	1	-2
COc1ccccc1CCNC(=O)c1cc(C2CC2)nc2c1cnn2C(C)C
→ -3	4	4.6	0	4	7	0
CN(C(=O)COC(=O)CNC(=O)C12CC3CC(CC(C3)C1)C2)c1ccccc1
→ 3	2	-2.6	2	-5	-3	-1
COC(=O)Cn1c(O)c(N=NC(=O)OC)c2ccccc21
→ 4	-5	0.3	1	5	-1	.
Cc1ccc(-n2ccc(-c3nn(-c4ccccc4)ccc3=O)n2)cc1
→ 3	-3	-0.9	3	2	.	2
Cc1noc(C)c1S(=O)(=O)N(C)C[C@H]1Oc2ccc(NS(=O)(=O)c3ccc(Cl)cc3)cc2C(=O)N([C@@H](C)CO)C[C@H]1C
→ 18	-5	1.4	0	0	11[16.7 µM]	-4
CC(OC(=O)/C=C/c1ccc2ccccc2n1)C(=O)N(C)c1ccccc1 (stereo not given)
→ 7	-12	-1.3	1	-131	-5	-3
O=C(CSc1ncnc2c1nnn2Cc1ccccc1)NC1CCCC1
→ 7	2	-1.8	-2	0	.	-1
Cc1ccc(S(=O)(=O)N(C)C)cc1NC(=O)COC(=O)CCC(=O)c1cccs1
→ 0	0	-2.6	-3	-8	.	-4
COc1ccc(NS(=O)(=O)c2cc(NC(=O)COc3ccccc3)ccc2N2CCOCC2)cc1
→ 13	3	-2.0	1	-3	81	.
O=S(=O)(Nc1cccc(-c2ccc3nncn3n2)c1)c1ccc(Cl)s1
→ -2	1	.	23	3	.	-4
Cc1ccnn1CC(=O)N/N=C/c1cn[nH]c1-c1ccccc1
→ -1	4	-0.6	4	2	.	-1
Cc1cc2oc(=O)cc(-c3ccccc3)c2c(C)c1-c1ccc(OC(F)(F)F)cc1
→ -7	4	1.1	.	-1	-4	-1
O=C(CC(=O)N/N=C/c1ccc(O)cc1)N/N=C/c1ccc(O)cc1
→ 1	0	-4.5	-7	-2	-4	1
COc1ccc(OC)c2sc(NC(=O)C(C)C)nc12
→ 3	-2	0.6	9	2	.	-5
O=C(NCC1(c2ccccc2)CCOCC1)c1cccs1
→ -6	3	1.4	3	-2	.	1
CN(Cc1ccccc1)C(=O)c1ccc(NC(=O)Cc2cccc(NC(=O)C3CCN(C(=O)C4CC4)CC3)c2)cc1
→ -12	1	-2.4	-2	-1	-2	.
CC(C)c1ccccc1OCC(=O)Nc1cc(S(=O)(=O)N2CCOCC2)ccc1N1CCCC1
→ -2	10	-0.8	-1	1	.	-4
Cc1cc(C)c(C(=O)CSc2nc3ccccc3c(=O)[nH]2)cc1C
→ -1	-3	2.1	2	0	3	-4
O=C(COc1ccc([N+](=O)[O-])cc1)Nc1ccccc1N1CCCC1
→ 4	-14	2.2	1	0	-3	-2
Cc1nc(-c2cc(C#N)c(Sc3ccc(Cl)cc3Cl)nc2C)cs1
→ -3	-1	-0.2	.	-3	.	-5

(list continues)
Each structure is followed by: DENV2 CPE rescue	ERp5 inh	F508del corr	ERAP1 inh	Casp6 inh	miR-122 sensor	SIRT5 inh
Cc1noc(C)c1NC(=O)Nc1ccc2c(c1)C(=O)N([C@H](C)CO)C[C@@H](C)[C@@H](CN(C)C(=O)NC1CCCCC1)OCCCC[C@H](C)O2
→ 1	-5	-1.2	1	0	6[16.7 µM]	-5
NC(=O)[C@H]1CC2(CC(c3cccc(NC(=O)COc4ccc(Cl)cc4)c3)=NO2)CN1C(=O)c1ccccc1C(=O)c1ccccc1 (stereo not given in full)
→ 0	-3	0.6	.	2	-3	.
O=C(NCCCN1CCCC1)c1ccc(CS(=O)(=O)c2c(Cl)cccc2Cl)o1
→ 4	26*	-0.1	0	-104	-7	-2
C[C@@H]1CN([C@H](C)CO)C(=O)c2cc(NS(=O)(=O)c3ccc(Cl)cc3)ccc2O[C@@H](C)CCCCO[C@@H]1CN(C)C(=O)Cc1ccccc1
→ -1	-2	-1.4	6	-2	17[16.7 µM]	1
COc1ccc(OCC(=O)NCCCNC(=O)COc2ccc(OC)cc2)cc1
→ -2	-14	-3.5	1	0	-3	1
C[C@@H]1CN([C@@H](C)CO)C(=O)c2cc(/C=C/c3ccccc3)cnc2O[C@@H]1CN(C)S(=O)(=O)c1ccccc1F
→ 3	-4	-6.6	1	0	-2[16.7 µM]	-7
N#Cc1cccc(-c2ccc(C3[C@@H]4CN(Cc5ccccc5F)C[C@H]3N4)cc2)c1 (stereo not given in full)
→ 1&1	12&8	1.7&-6.0	3&1	1&1	.	2&4
CSc1nnc2ccc(-c3cccs3)nn12
→ 0	-3	-0.8	4	-1	23	3
O=C(O)c1nccnc1C(=O)Nc1ccc(Cl)cc1Cl
→ 2	-2	0.3	-3	-1	-1	1
N#CCC(=O)N/N=C/c1coc2ccccc2c1=O
→ 11	-4	-0.4	7	1	.	-4
O=C1C2C3C=CC(C3)C2C(=O)N1Nc1ccccc1 (stereo not given)
→ 4	-1	0.7	-1	6	.	-4
Cc1ccc2oc(=O)n(CCOc3ccccc3)c2c1
→ 11	-6	-2.7	1	0	.	-1
C[C@H](CO)N1C[C@H](C)[C@H](CN(C)C(=O)Nc2ccc3c(c2)OCO3)Oc2ccc(NS(=O)(=O)c3cccs3)cc2C1=O
→ -1	1	-2.8	.	.	0[16.7 µM]	-1
O=C(Nc1ccncc1)c1ccc(Cl)c([N+](=O)[O-])c1
→ ?	1	-1.3	1	-5	0	31*
Cc1nccc(-c2cccc(NC(=O)c3ccccc3Cl)c2)n1
→ 11	-1	-1.3	-2	3	.	-6
C[C@H](CO)N1C[C@H](C)[C@H](CN(C)S(=O)(=O)c2cccs2)Oc2c(NC(=O)c3ccc(-c4nccs4)cc3)cccc2C1=O
→ -3	-10	-0.7	-3	-1	11[16.7 µM]	-1
CC(C)(C)OC(=O)CNC(=O)c1nc[nH]c1C(=O)NCC(=O)OC(C)(C)C
→ 13	1	-5.3	-2	.	3	.
